# Arrestin-AP2 inh: inhibitors of beta-arrestin/AP2 binding, primary screen, biochemical, GPCR trafficking, flow cytometry. FITC-arrestin peptide / GST-AP2 beads; AP2 beta2 appendage carries R879A mutation. beta-arrestin 1 C-terminal peptide binding to AP2 beta2-adaptin appendage (human). inhibition, % at 10 µM. AID 504490, 2011. actives 0.31% (n = 340,000);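 active = inhibition above a set limit, near 3 SD of compounds lacking own fluorescence, cut at about 54% in these data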;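 also: plate controls were DMSO wells for no effect and 5 µM unlabelled arrestin peptide for full effect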
#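 System: GST-AP2 R879A glutathione beads. Medium: PBS with 0.05% Tween 20 and 0.1% BSA. Also added: FITC-arrestin peptide, 50 nM. Incubation: 12 min plus 1 h, RT. Measured by: high-throughput flow cytometry of beads, ex 488, em 535 nm. Evaluation: percent drop in bead-associated FITC signal.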
# HTR5A inv ag: HTR5A inverse agonists in luminescence cell assay, primary screen, counter-screen for OPRM1-OPRD1 heterodimer inverse agonist project, full-deck HTS; 5-hydroxytryptamine receptor 5A (Homo sapiens), P47898; HTR5A cell line, inverse agonism; inhibition, % at 9.3 µM; actives 0.083% (n = 340,000); AID 504634, 2011; in the data active = inhibition mostly above about 23%, no sharp cut-off; inactive = mostly below about 18%;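 also: 0% = cells with DMSO and 100% = no-cell wells with DMSO; some compounds called inactive have numbers as strong as hits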
# PKA-R2B activ: activators of PKA-R2B holoenzyme, primary screen, biochemical, fluorescence polarization, Cy5-IP20, human; cAMP-dependent protein kinase catalytic subunit beta (Homo sapiens) + cAMP-dependent …; PKA-R2B holoenzyme dissociation; R2B truncated from residue 108, S112A mutant; 0% DMSO only, 100% 113 µM cGMP; activation, % at 11.4 µM; actives 0.079% (n = 340,000); AID 504700, 2011;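 active = activation above a cutoff set at the mean over all compounds plus 3 SD, cut at about 18% in these data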;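 also: higher means more holoenzyme dissociation and a rise in polarization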
# DAGLB inhibitor: DAGLB lipase inhibitors, primary screen, biochemical, fluorescence, HTS | Diacylglycerol lipase-beta (Homo sapiens), Q8NCG7 | HEK293T DAGLB membrane lysate, EnzChek fluorogenic substrate | inhibition, % at 5.17 µM | actives 0.059% (n = 340,000); in the data active = inhibition above about 34%;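 also: 0% = enzyme with vehicle and 100% = wells lacking enzyme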
# MOR-DOR inv ag: inverse agonists of MOR-DOR heterodimerization, primary screen, cell-based, luminescence. Mu-type opioid receptor (Homo sapiens) + Delta-type opioid receptor (Homo sapiens), …. cell-based MOR-DOR heterodimer luminescence, inverse agonism. inhibition, % at 9.3 µM. actives 0.21% (n = 340,000). AID 504357, 2011; in the data active = inhibition above about 22%, passing the limit was not always enough;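 also: 0% = cells with DMSO and 100% = wells without cells with DMSO; values of inactives mirror those of a sister screen read the other way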
# V-ATPase pH: regulators of yeast V-ATPase proton pumping, primary screen, pHLuorin cytosolic pH fluorescence; response, % at 10 µM; S. cerevisiae; actives 0.37% (n = 350,000); in the data active = response mostly above about 7.3%, no sharp cut-off; inactive = mostly below about 5.4%; also: actives read high; inactives centre near 0; some compounds called inactive have numbers as strong as hits; reference of the scale not given here
# HTR5A ag: HTR5A agonists in luminescence cell assay, primary screen, counter-screen for OPRM1-OPRD1 heterodimer agonist project, full-deck HTS; activation, % at 9.3 µM; actives 0.61% (n = 340,000); 5-hydroxytryptamine receptor 5A (Homo sapiens), P47898; cell-based; AID 504692, 2011; in the data active = activation mostly above about 9.5%, no sharp cut-off; inactive = mostly below about 7.6%;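 also: 0% = cells with vehicle only and 100% = reference agonist; strong numbers were not always called active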
# DSG3 Ab inh: inhibitors of pemphigus antibody binding to DSG3, primary screen, biochemical, bead-based, flow cytometry, scFv-GFP | DSG3-coupled beads, scFv-anti-DSG3-GFP binding; stronger effect = lower value | binding (percent of control), % at 10 µM | AID 588358, 2011 | actives 0.48% (n = 310,000) | Desmoglein-3 (Homo sapiens), P32926;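 active = binding more than 3 SD below its plate's average and above zero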;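 also: hits lower antibody fragment binding to DSG3; some compounds called inactive have numbers as strong as hits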
# Target sequence (P32926 whole entry, looked up, the tested form may be a part): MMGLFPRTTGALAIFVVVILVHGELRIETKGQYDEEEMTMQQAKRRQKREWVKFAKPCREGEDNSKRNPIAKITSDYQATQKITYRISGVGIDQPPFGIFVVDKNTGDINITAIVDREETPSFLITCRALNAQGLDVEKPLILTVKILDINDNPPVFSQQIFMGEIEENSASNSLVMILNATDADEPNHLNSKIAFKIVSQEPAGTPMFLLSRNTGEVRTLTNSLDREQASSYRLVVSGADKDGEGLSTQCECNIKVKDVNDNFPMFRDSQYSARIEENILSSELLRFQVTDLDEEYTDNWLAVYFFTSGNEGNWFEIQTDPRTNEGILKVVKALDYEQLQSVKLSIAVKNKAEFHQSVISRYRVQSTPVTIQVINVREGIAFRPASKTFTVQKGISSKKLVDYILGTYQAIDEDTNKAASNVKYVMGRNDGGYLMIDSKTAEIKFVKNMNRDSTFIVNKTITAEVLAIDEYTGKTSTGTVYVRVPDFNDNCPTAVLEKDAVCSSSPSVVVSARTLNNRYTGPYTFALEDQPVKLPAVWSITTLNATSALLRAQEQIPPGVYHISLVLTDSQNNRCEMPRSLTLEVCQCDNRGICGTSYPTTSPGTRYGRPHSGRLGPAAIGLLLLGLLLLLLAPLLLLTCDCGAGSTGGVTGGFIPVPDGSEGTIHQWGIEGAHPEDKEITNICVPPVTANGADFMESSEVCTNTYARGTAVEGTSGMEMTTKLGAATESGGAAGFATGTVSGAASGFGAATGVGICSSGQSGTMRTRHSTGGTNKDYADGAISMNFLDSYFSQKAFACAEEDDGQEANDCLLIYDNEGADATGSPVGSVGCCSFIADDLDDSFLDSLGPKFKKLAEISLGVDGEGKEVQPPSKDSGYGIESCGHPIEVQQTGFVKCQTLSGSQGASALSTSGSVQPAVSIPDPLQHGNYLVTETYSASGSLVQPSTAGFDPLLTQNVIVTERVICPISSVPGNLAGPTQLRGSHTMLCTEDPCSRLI
# PKA-R1A activ: activators of PKA-R1A holoenzyme, primary screen, biochemical, fluorescence polarization, Cy5-IP20, bovine R1A, mouse PKAc; PKA-R1A dissociation; scaled: DMSO 0%, 113 µM cGMP 100%; activation, % at 11.4 µM; actives 0.083% (n = 340,000); AID 504707, 2011;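 active = percent activation above the mean of all tested compounds plus 3 SD, cut at about 19% in these data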;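 also: higher means more PKAc released from R1A so a rise in polarization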
# MOR-DOR ag: agonists of OPRM1-OPRD1 heterodimerization, primary screen, cell-based, luminescence. activation, % at 9.3 µM. cells. actives 0.3% (n = 340,000). AID 504326, 2011; in the data active = activation above about 18%;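 also: 0% = vehicle-treated cells and 100% = reference agonist; values of inactives mirror those of a sister screen read the other way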
# Numbers without * were called inactive; . = not tested or not shown.
SMILES,Arrestin-AP2 inh,HTR5A inv ag,PKA-R2B activ,DAGLB inhibitor,MOR-DOR inv ag,V-ATPase pH,HTR5A ag,DSG3 Ab inh,PKA-R1A activ,MOR-DOR ag
O=C(CCSCCC(=O)NN=Cc1ccccc1O)NN=Cc1ccccc1O,-8,14,7,-1,18,1,-3,97,7,-3.5
COC(=O)c1[nH]c2cccc(OC)c2c1NC(=O)CCN1CCC(C)CC1,-14,-18,-7,-2,11,6,-1,110,-15,-2.0
CCCCN(C)C1CCN(C(=S)Nc2ccc(OC)cc2)CC1,27,-11,7,0,16,-2,5,97,-4,-3.0
CC1(C)OC(=O)C=C[C@]2(C)[C@H]3CC[C@@]4(C)[C@H](c5ccoc5)OC(=O)[C@H]5O[C@]54[C@]3(C)C(=O)C[C@@H]12,-8,-8,-1,-2,12,1,7,106,-7,-2.2
COc1ccc([N+](=O)[O-])cc1N(CC(O)CN1CCCC1)S(=O)(=O)c1ccc(C)cc1 (configuration not stated),-18,-17,1,-1,7,-1,4,101,5,-1.4
COc1ccc(S(=O)(=O)NCC2CCCN(C(=O)CCC(F)(F)F)C2)cc1 (configuration not stated),4,0,3,-3,8,0,0,110,7,-1.6
COCCN(Cc1ccccc1)C(=O)C1CCN(S(=O)(=O)c2ccc3c(c2)OCCO3)CC1,-7,12,-7,-2,14,-3,-5,96,-1,-3.4
CCc1nnc2c(N(C)S(=O)(=O)c3ccc(C)cc3)nc3ccccc3n12,-19,-12,-8,0,2,-1,-1,99,-1,-0.4
O=C(Nc1ccc(F)cc1F)c1cc2ccccc2oc1=O,52,-3,9,-1,12,-1,1,106,1,-2.5
CN1CCN(c2ccc(Cl)cc2NC(=O)c2nn(-c3ccccc3)c(=O)c3ccccc23)CC1,-10,1,-8,1,6,-3,-1,.,1,-1.1
C=C1CCN([C@@H](CC(C)C)C(=O)NCc2ccc(Cl)c(Cl)c2)S(=O)(=O)c2ccccc21,-4,-24,-4,-9,0,3,5,107,0,0.1
COC(=O)c1cc(S(=O)(=O)N2CCC(C(N)=O)CC2)oc1C,2,-12,-19,-4,11,-3,3,102,-16,-2.2
CCc1nonc1NC(=O)COc1cc(C)c(Cl)c(C)c1,2,-2,1,-5,-46,1,0,104,-5,8.6
Cc1cccc(-n2c(C)cc(C(=O)NC3CCCCC3)c2C)c1,5,-19,12,-5,3,0,-1,110,6,-0.5
O=C1CCCCC1Nc1ccc([N+](=O)[O-])cc1 (configuration not stated),-3,-17,-3,2,21,4,5,.,0,-4.3
COc1ccccc1C(CNc1ccc(S(=O)(=O)N2CCCC2)cc1[N+](=O)[O-])N(C)C (configuration not stated),-13,-3,-4,2,18,-4,-4,103,-4,-3.3
CCCCn1c(CNC(=O)CC)nc2ccccc21,-3,-2,6,1,6,-5,6,106,5,-1.2
COC(=O)CNC(=O)CSc1nnc(-c2ccc(OC)cc2)n1CC(C)C,6,-5,3,2,10,5,3,110,0,-1.9
CCC(=O)N1CCc2cc(S(=O)(=O)CCC(=O)N3CCc4ccccc4C3)ccc21,30,-17,-8,2,9,-2,0,.,-1,-1.5
Cc1ccc(/C=C/C(=O)c2ccc(O)cc2)cc1,5,4,4,-11,-11,-1,-4,100,1,2.1
CC(C)(C)c1cc(C(=O)NNC(=O)Nc2ccccc2)n(Cc2ccccc2)n1,27,-5,-2,-4,-56,-2,9,115,-10,11
CCCCN(C(=O)c1cccc2c(=O)c(C)c(-c3ccccc3)oc12)c1ccccc1,5,-10,-17,-8,-63,-3,10,100,-4,8.8
COc1ccc(CN(C(C)=O)c2cc(C)c([N+](=O)[O-])cc2OC)cc1OC,.,.,-5,1,.,0,.,99,6,.
Cc1csc(SCC(=O)Nc2c(C)n(C)n(-c3ccccc3)c2=O)n1,-1,5,-6,-1,15,0,2,105,-2,-3.5
NC(=NCc1ccc2c(c1)OCO2)NC(=O)c1ccccc1,-4,-4,7,0,13,0,2,82,3,-2.5

# Grouped by structure: the entries above with a Cl atom.
SMILES,Arrestin-AP2 inh,HTR5A inv ag,PKA-R2B activ,DAGLB inhibitor,MOR-DOR inv ag,V-ATPase pH,HTR5A ag,DSG3 Ab inh,PKA-R1A activ,MOR-DOR ag
CN1CCN(c2ccc(Cl)cc2NC(=O)c2nn(-c3ccccc3)c(=O)c3ccccc23)CC1,-10,1,-8,1,6,-3,-1,.,1,-1.1
C=C1CCN([C@@H](CC(C)C)C(=O)NCc2ccc(Cl)c(Cl)c2)S(=O)(=O)c2ccccc21,-4,-24,-4,-9,0,3,5,107,0,0.1
CCc1nonc1NC(=O)COc1cc(C)c(Cl)c(C)c1,2,-2,1,-5,-46,1,0,104,-5,8.6

# Back to the main list, repeating the 3 entries before the break.
SMILES,Arrestin-AP2 inh,HTR5A inv ag,PKA-R2B activ,DAGLB inhibitor,MOR-DOR inv ag,V-ATPase pH,HTR5A ag,DSG3 Ab inh,PKA-R1A activ,MOR-DOR ag
COc1ccc(CN(C(C)=O)c2cc(C)c([N+](=O)[O-])cc2OC)cc1OC,.,.,-5,1,.,0,.,99,6,.
Cc1csc(SCC(=O)Nc2c(C)n(C)n(-c3ccccc3)c2=O)n1,-1,5,-6,-1,15,0,2,105,-2,-3.5
NC(=NCc1ccc2c(c1)OCO2)NC(=O)c1ccccc1,-4,-4,7,0,13,0,2,82,3,-2.5
COc1ccc(C(C)=O)cc1COC(=O)c1ccc(OCc2c(C)noc2C)cc1,-8,-43,-2,-3,3,3,1,102,-11,-0.5
C/C(=N\O)C(=O)NCCCNCCCN(C)C,7,-9,9,3,0,0,-3,102,6,0.1
O=C(NCCc1cccc(Cl)c1)c1cc([N+](=O)[O-])ccc1Cl,2,11,-4,-1,-25,1,-1,94,2,3.7
O=C(Cc1ccccc1)Nc1ccc(S(=O)(=O)N2CCOCC2)cc1,-2,13,3,0,0,2,-5,.,-1,0.0
C[C@@H]1CCCCO[C@H](CN(C)C(=O)Nc2cccc3ccccc23)[C@@H](C)CN([C@H](C)CO)C(=O)c2cc(N(C)C)ccc2O1,.,.,1,1,.,-1,.,.,3,.
O=C(Cc1csc(NC(=O)Nc2ccc(Cl)cc2)n1)NCc1ccccn1,0,-6,18,-1,4,0,2,105,4,-0.7
NC(=O)c1cccc(-c2cccc(OC(=O)NC3CCCCC3)c2)c1,12,4,-6,0,16,-2,-1,96,6,-3.5
COc1ccc(-c2noc(CCCC(=O)N3CCN(c4cc(C)ccc4C)CC3)n2)cc1,3,3,5,-14,-5,-1,-1,107,0,1.1
O=C(NCCc1cccnc1)c1cc(COc2ccc(F)cc2Cl)on1,1,-1,-2,1,14,6,0,.,-3,-2.4
CCCCN(C)CCC(=O)Nc1ccc(C)cc1,-6,-24,-2,-1,-14,-6,3,126,14,2.5
Cc1ccccc1NC(=O)Cc1nc(COC(=O)c2ccc(NC(N)=O)cc2)cs1,-6,-3,-2,5,3,0,1,94,10,-0.6
Cc1ccc2c(c1)sc1nncn12,.,.,-9,1,.,1,.,102,9,.
CC(C)COc1ccc(C(=O)N2C(=O)c3ccc(N)cc3C2=O)cc1,-5,-4,5,0,-10,-1,0,39*,-6,1.9
CCOC1Cc2ccccc2N(C(N)=O)c2ccccc21 (configuration not stated),7,-9,-8,4,-6,1,1,100,6,1.1
CN(C)c1ccc(C=c2c3ccccc3n3c2cc(-c2ccccc2)[n+]3C)cc1,3,15,9,22,19,-2,-4,.,0,-3.9
COc1ccc(OCC(=O)Nc2ccc(C(=O)Nc3ccccc3C(=O)O)cc2)cc1,-10,-11,-8,5,13,1,3,.,4,-2.6
COC(=O)c1c(-c2cccc(C)c2)csc1N,-3,-5,-14,0,-22,4,1,97,10,3.8
CCCOc1ccc(C(F)(F)F)cc1NS(=O)(=O)c1ccc(Cl)nc1,13,8,-7,3,-28,7,-1,98,-11,4.4
S=C(NCCCN1CCOCC1)Nc1ccc(Cl)cc1Cl,0,-12,-3,1,17,3,1,.,-1,-3.2
COc1ccccc1CN1CCN(Cc2nc(-c3ccccc3)no2)CC1,-17,7,-5,-3,6,-4,0,97,-4,-1.1
CCOC(=O)C1CCN(C(=O)CN(c2cccc(OC)c2)S(=O)(=O)c2ccccc2)CC1,-6,-8,7,0,15,-1,2,102,-10,-2.7
C[C@@H](CN1CCC[C@H]1CN1C(N)=NC[C@@H]1Cc1ccccc1)N1C[C@@H](Cc2ccccc2)N(CCCC2CCCC2)C1=N,4,-2,-1,5,-8,-2,-7,112,3,1.4
OCCCc1nc2n(n1)C(c1ccccc1)C=C(c1ccc(F)cc1)N2 (configuration not stated),-8,-16,0,4,9,-4,-3,94,-5,-1.6
O=C(N/N=C/c1ccccc1O)/C(=C/c1ccccc1)CCO,-5,-3,0,3,15,-1,1,99,-13,-2.4
O=C(NCc1ccccc1)c1cccc(COc2cc(Cl)ccc2Cl)c1,-4,10,-7,-7,0,2,-1,111,-4,0.0
CCOc1ccc(NC(=O)CSc2nncn2C)cc1,-2,-8,-4,-2,3,9,2,115,7,-0.5
COc1ccc(S(=O)(=O)N2CCC(C(=O)NCCC(=O)NCCc3cccc(F)c3)CC2)cc1,.,.,6,-3,.,-2,.,99,-4,.
COc1ccc(/C=N/Nc2nc3ccccc3[nH]2)c(OC)c1OC,1,-19,3,1,8,4,0,109,-2,-1.5

# From PubChem BioAssay

# Compounds were not picked by outcome, and some 2.4% of all compounds hit somewhere here.
